Screening data: PubChem BioAssay, several laboratories
TNAP inh hi DEA: human TNAP enzyme inhibitors, primary screen, biochemical, luminescent, high phosphate acceptor level, uHTS | Alkaline phosphatase, tissue-nonspecific isozyme (Homo sapiens), P05186 | purified TNAP, CDP-star luminescence, 1 M DEA | inhibition, % at 20 µM | 200,000 compounds, 0.03% hits | AID 1135, 2008;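 active means over 50% inhibition of tissue-nonspecific alkaline phosphatase at 20 µM in the single-dose screen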;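 further: plate controls were DMSO wells for no effect and EDTA-quenched wells as full inhibition for full effect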
Target sequence (P05186 whole entry, looked up): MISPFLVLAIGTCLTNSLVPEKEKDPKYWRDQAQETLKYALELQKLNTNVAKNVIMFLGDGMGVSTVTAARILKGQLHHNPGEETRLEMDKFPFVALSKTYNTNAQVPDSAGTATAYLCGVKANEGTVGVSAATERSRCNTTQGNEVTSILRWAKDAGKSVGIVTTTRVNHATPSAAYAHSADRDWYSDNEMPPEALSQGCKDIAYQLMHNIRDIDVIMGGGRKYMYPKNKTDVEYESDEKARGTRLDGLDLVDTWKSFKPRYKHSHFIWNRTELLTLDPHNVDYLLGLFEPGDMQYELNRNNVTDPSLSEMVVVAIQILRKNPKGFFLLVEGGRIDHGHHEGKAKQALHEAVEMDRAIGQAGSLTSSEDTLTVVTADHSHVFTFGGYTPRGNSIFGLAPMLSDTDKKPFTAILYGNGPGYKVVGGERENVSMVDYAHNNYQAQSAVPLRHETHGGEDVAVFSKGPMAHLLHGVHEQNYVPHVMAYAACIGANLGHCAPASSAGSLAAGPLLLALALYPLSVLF
bIAP inh: bovine intestinal alkaline phosphatase inhibitors, primary screen, selectivity assay for TNAP inhibitor project, biochemical, bovine IAP, CDP-star luminescence. alkaline phosphatase, intestinal [Bos taurus]. purified bovine IAP, 30 min. inhibition, % at 20 µM. 190,000 tested, under 10 active. AID 1019, 2008;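 active means over 50% inhibition of intestinal alkaline phosphatase at 20 µM in the single-dose screen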
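System: purified bovine intestinal alkaline phosphatase (IAP) enzyme; Input: IAP diluted 1/65,000,000 in the well; Measured by: CDP-star luminescence signal; Compound dosing: 20 µM single dose; Incubation: 30 min reaction at room temperature.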
TNAP inh noacc: human TNAP enzyme inhibitors, primary screen, biochemical, luminescent, no phosphate acceptor, uHTS. purified TNAP, CDP-star luminescence, 30 min. inhibition, % at 20 µM. 200,000 compounds, 0.26% hits. AID 1012, 2008;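 active means tissue-nonspecific alkaline phosphatase inhibition above about 50% at 20 µM in the single-dose screen, limit read from the data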;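 further: 0% = DMSO negative control and 100% = EDTA positive control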
TNAP act hi DEA: TNAP activators at high phosphate acceptor level, primary screen, biochemical, luminescence, uHTS; purified TNAP, CDP-star luminescence, 1 M DEA, 30 min; active compounds read high; 0 = EDTA background, 1 = DMSO-only activity; AID 1136, 2008; Alkaline phosphatase, tissue-nonspecific isozyme (Homo sapiens), P05186; 200,000 tested, under 10 active; activation factor at 20 µM;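 active means activation factor at least 2 at 20 µM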
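Control set: EDTA negative control, DMSO positive control / Assay system: human TNAP / Quantity: TNAP 1/800 final / Evaluation: TNAP activation factor scaled between EDTA and DMSO control wells / Measured by: luminescent substrate turnover signal / Compound dosing: one dose, 20 µM / Times: 30 min enzyme reaction at room temperature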
Diaphorase inh: diaphorase inhibitors and chemical oxidizers, primary screen, counter-screen for diaphorase-coupled primary assays, biochemical, uHTS, resorufin fluorescence | diaphorase resazurin-to-resorufin fluorescence, NADH, 16 min; bacterial (C. kluyveri) enzyme, not human | inhibition, % at 20 µM | 190,000 compounds, 0.69% hits;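 active means primary screen inhibition at 20 µM above a set limit, cut at about 50% in these data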;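 further: plate controls were DMSO with full reaction for no effect and wells lacking NADH for full effect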
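Benchmarks: positive control wells lacking NADH, neutral wells with DMSO only. System: bacterial diaphorase enzyme (C. kluyveri). Input: 0.14 U/mL diaphorase, enzyme working solution. Detection: resorufin fluorescence, excitation 544 nm, emission 590 nm. Times: 16-min room-temperature incubation before reading.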
PMI act hi M6P: human PMI activators, high substrate, primary screen, biochemical, fluorescence intensity, near-saturating mannose 6-phosphate; Mannose-6-phosphate isomerase (Homo sapiens), P34949; coupled PMI enzyme assay, resazurin fluorescence, 20 min; active compounds read high; 1 = untreated enzyme, 0 = substrate-free blank; activation factor at 20 µM; 190,000 compounds, 0.34% hits;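 active means activation factor of 2 or more at 20 µM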
Target sequence (P34949 whole entry, looked up): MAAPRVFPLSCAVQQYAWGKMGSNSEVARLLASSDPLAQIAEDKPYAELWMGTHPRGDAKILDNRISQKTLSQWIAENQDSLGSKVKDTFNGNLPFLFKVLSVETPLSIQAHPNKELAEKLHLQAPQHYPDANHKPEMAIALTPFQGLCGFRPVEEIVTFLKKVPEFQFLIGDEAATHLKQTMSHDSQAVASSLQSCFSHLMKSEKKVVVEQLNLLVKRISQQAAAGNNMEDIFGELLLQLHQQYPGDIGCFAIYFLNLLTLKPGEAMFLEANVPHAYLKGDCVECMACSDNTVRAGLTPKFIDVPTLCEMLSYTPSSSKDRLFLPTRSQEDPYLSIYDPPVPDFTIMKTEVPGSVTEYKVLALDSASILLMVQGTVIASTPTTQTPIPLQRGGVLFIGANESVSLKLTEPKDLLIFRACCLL
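test system = human PMI in coupled enzyme assay | medium = HEPES-buffered pH 7.4 with magnesium and detergent | also added = 1.0 mM mannose-6-phosphate substrate with 0.22 mM NADP+ | compound = 20 µM single dose | times = 20 min incubation at room temperature | measured by = resorufin fluorescence (Ex 544/Em 590 nm) from resazurin via diaphorase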
bIAP act: bovine intestinal alkaline phosphatase activators, primary screen, biochemical, bovine IAP, CDP-star luminescence; activation factor at 20 µM; purified bovine IAP, 30 min; active compounds read high; fold of DMSO-control signal, blank-subtracted; alkaline phosphatase, intestinal [Bos taurus]; AID 1016, 2008; 200,000 compounds, 0.17% hits;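 active means activation factor of 2 or more at 20 µM, a signal rise over negative controls twice the positive control's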
L major viab: Leishmania major promastigote growth inhibition, primary screen; Leishmania major promastigotes, resazurin fluorescence viability; inhibition, % at 10 µM; 200,000 compounds, 9% hits; AID 1063, 2008; in the data active means inhibition above about 50%;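 further: promastigotes grown with compound for 44 hours at 28 °C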
Diaphorase act: compounds boosting diaphorase resazurin reduction – biochemical, uHTS, resorufin fluorescence, counter-screen for diaphorase-coupled primary assays, primary screen. Diaphorase/resazurin coupled assay, 16 min; active compounds read high; 1 = vehicle wells, 0 = NADH-free wells. activation factor at 20 µM. 190,000 compounds, 0.005% hits. AID 1229, 2008;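 active means diaphorase activity raised at least twofold by the compound at 20 µM; inactive means activation factor below 2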
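Test system: Clostridium kluyveri diaphorase, purified enzyme; input: enzyme 0.07 U/mL final; buffer or medium: 50 mM HEPES pH 7.4 with 4.542 mM MgCl2, 0.005% Tween 20; also added: 0.114 mM NADH and 0.1 mM resazurin, final amounts; schedule: 16 min enzyme reaction, ambient temperature; technique: fluorescence of resorufin, 544 nm excitation, 590 nm emission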
PMI act: activators of human PMI, primary screen, biochemical, fluorescence intensity, near-Km mannose 6-phosphate; purified human PMI, coupled resazurin fluorescence, 20 min; active compounds read high; 1 = vehicle control, 0 substrate-free wells; activation factor at 20 µM; 190,000 compounds, 0.005% hits; AID 1214, 2008;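 active means activation factor of 2 or more at 20 µM, relative to plate controls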
Active calls of the source: *; · = not tested or not shown.

SMILES | TNAP inh hi DEA | bIAP inh | TNAP inh noacc | TNAP act hi DEA | Diaphorase inh | PMI act hi M6P | bIAP act | L major viab | Diaphorase act | PMI act
NC(=O)COC(=O)c1cc(S(=O)(=O)N2CCN(c3ccccc3)CC2)ccc1Cl | -3 | -6 | -10 | 1 | 15 | 1 | 1.1 | -2 | 0.9 | 1
COc1ccc(OC(C)C(=O)NC2CC(C)(C)NC(C)(C)C2)cc1 (centres undefined) | -5 | 5 | -11 | 1.1 | 13 | 1 | 1 | -7 | 0.9 | 0.9
CCCCn1c(=O)c(CCC(=O)OCC(=O)NC(C)c2ccccc2)nc2ccccc21 (centres undefined) | -4 | 21 | -8 | 1 | 13 | 1 | 0.8 | -1 | 0.9 | 0.9
CCc1ccc(NC(=O)CN(N=Nc2nonc2C)c2nonc2C)cc1 | 1 | 6 | 1 | 1 | 14 | 0.9 | 0.9 | 21 | 0.9 | 0.8
COC(=O)c1[nH]c2ccc(Cl)cc2c1NC(=O)CN1CCc2cc(OC)c(OC)cc2C1 | -2 | -12 | -3 | 1 | 17 | 0.7 | 1.1 | 0 | 0.8 | 0.7
CCn1c(SCC(=O)NC(C)(C)C)nnc1-c1ccccn1 | -1 | 3 | -14 | 1 | 12 | 1.1 | 1 | -4 | 0.9 | 1
Cc1ccc2c(CSc3nnc4ccccn34)cc(=O)oc2c1C | -3 | -1 | -2 | 1 | 14 | 1 | 1 | 2 | 0.9 | 1
Cc1ccc(/C=N/NC(=O)c2c[nH]c3ccccc23)s1 | -6 | 22 | -6 | 1.1 | 3 | 1.1 | 0.8 | 26 | 1 | 1.2
COC(=O)c1cc(C(=O)Nc2ccc(S(=O)(=O)NC(C)(C)C)cc2)cc([N+](=O)[O-])c1 | -6 | -7 | 2 | 1.1 | 0 | 1 | 1.1 | 99* | 1 | 1
CSc1nnc([C@@H]2CCCN2C(=O)OC(C)(C)C)o1 | -3 | -5 | -9 | 1 | -13 | 1.1 | 1.1 | -8 | 1.1 | 1.1
Clc1ccc(-c2nn3c(-c4ccccn4)nnc3s2)c(Cl)c1 | -5 | 11 | -14 | 1.1 | 8 | 1.1 | 0.9 | · | 0.9 | 1
CCOC(=O)N1CCC2(CC1)C(C#N)=C(N)Oc1c2sc2nc(C)cc(C)c12 | -1 | 7 | 2 | 1 | 26 | 1 | 0.9 | 20 | 0.7 | 0.9
O=C(Nc1nnc(COc2ccc(Cl)cc2)s1)c1ccc([N+](=O)[O-])cc1 | -1 | 4 | -8 | 1 | -3 | 1.1 | 1 | -5 | 1 | 1
CCOC(=O)N/N=C/c1cn(Cc2ccccc2Cl)c2ccccc12 | 0 | 2 | -8 | 1 | -3 | 1 | 1 | 84* | 1 | 1.1
O=C(Nc1cccc(O)c1)C(Cc1ccccc1)N1C(=O)c2cccc3cccc(c23)C1=O (centres undefined) | 3 | -5 | -3 | 1 | 11 | 1 | 1.1 | 4 | 0.9 | 0.8
CC1CCCN(C(=O)CSCC(=O)N=c2sc3ccccc3n2C)C1 (centres undefined) | -8 | 2 | 1 | 1.1 | 7 | 1.1 | 1 | -4 | 0.9 | 1.1
O=Cc1cn(-c2ccccc2)nc1-c1cc2ccccc2oc1=O | -3 | 23 | -8 | 1 | 18 | 0.9 | 0.8 | -2 | 0.8 | 0.9
COc1cc2nc(CN3CCN(C(C)=O)CC3)[nH]c(=O)c2cc1OC | 5 | -8 | -6 | 1 | 6 | 1 | 1.1 | 0 | 0.9 | 1
COCCOC(=O)c1c(C)oc2ccc(OC(=O)c3ccc4c(c3)OCO4)cc12 | 1 | -11 | -2 | 1 | 21 | 0.9 | 1.1 | -3 | 0.8 | 0.9
O=C(Nc1ccccn1)c1ccc2ccccc2n1 | -10 | 4 | 0 | 1.1 | -16 | 1.2 | 1 | -8 | 1.2 | 1.2
COc1cccc(OCCCN2CCCCCC2)c1 | -3 | -33 | -5 | 1 | 5 | 0.9 | 1.3 | 92* | 0.9 | 0.9
Cc1ccccc1/C=N\NC(=O)c1csnn1 | -2 | -6 | -9 | 1 | 8 | 1.1 | 1.1 | 1 | 0.9 | 1
COc1cc(NC(=S)Nc2ccccn2)c(OC)cc1Cl | 0 | 1 | 6 | 1 | 8 | 1 | 1 | 1 | 0.9 | 1
CC(=O)c1cccc(NC(=O)NNC(=O)c2ccc(Cl)cc2Cl)c1 | 1 | -26 | -24 | 1 | 22 | 1 | 1.3 | -3 | 0.8 | 0.9
COc1ccc(C(=O)COC(=O)CCc2nc3ccccc3[nH]c2=O)cc1Br | -2 | -12 | -9 | 1 | 14 | 1 | 1.1 | 4 | 0.9 | 1
SMILES | TNAP inh hi DEA | bIAP inh | TNAP inh noacc | TNAP act hi DEA | Diaphorase inh | PMI act hi M6P | bIAP act | L major viab | Diaphorase act | PMI act
CCOc1cc(/C=C2\N=C(C)OC2=O)cc(Br)c1OCC(=O)OC | -7 | 6 | -4 | 1.1 | -5 | 1.1 | 0.9 | -5 | 1.1 | 1.1
CC(C)N1CCC(N2CCN(CCCn3cccn3)CC2CCO)CC1 (centres undefined) | -1 | 8 | -1 | 1 | 18 | 0.9 | 0.9 | -7 | 0.8 | 0.9
CCOC(=O)c1c(C)[nH]c(C(=O)NNC(=O)c2ccc(C(C)(C)C)cc2)c1C | -5 | 26 | -22 | 1.1 | -12 | 1.1 | 0.7 | 20 | 1.1 | 1.1
Cc1cc(C)c2c(=O)[nH]c(SCc3ccccc3)nc2n1 | 1 | -5 | -3 | 1 | 12 | 1 | 1.1 | -10 | 0.9 | 0.9
CCN(CC)C(=O)N1CCn2c(nc3ccccc32)C1 | -2 | 14 | -10 | 1 | 12 | 1 | 0.9 | -5 | 0.9 | 1
COc1cc2c(cc1NC(=O)c1ccco1)CCCC2 | 7 | 15 | -10 | 0.9 | 10 | 1 | 0.8 | 4 | 0.9 | 1
CSc1nnc([C@@H](NC(=O)OC(C)(C)C)C(C)C)o1 | -6 | 1 | -10 | 1.1 | 14 | 0.9 | 1 | -7 | 0.9 | 1
N#Cc1cccc(NC(=O)Nc2cccs2)c1 | -5 | 2 | -14 | 1 | 14 | 1.1 | 1 | 5 | 0.9 | 1
C=CCOC(=O)/C(=C\c1ccc(OC)cc1)NC(=O)c1ccco1 | 1 | 7 | -6 | 1 | 9 | 0.9 | 0.9 | 5 | 0.9 | 0.9
COC(=O)[C@@H](NC(=O)Nc1ccc(C(C)=O)cc1)C(C)C | -2 | -2 | -10 | 1 | 13 | 1 | 1 | 5 | 0.9 | 1
O=C1N=C(N2CCOCC2)S/C1=C/c1ccc(-c2ccccc2Cl)o1 | 2 | 27 | 1 | 1 | 7 | 1 | 0.7 | 1 | 0.9 | 0.9
COc1cc(NC(=O)C/C(C)=N/NC(=O)C(=O)NC2CCCCC2)c(OC)cc1Cl | -4 | -15 | -14 | 1 | 7 | 1.1 | 1.1 | 6 | 0.9 | 1.1
COc1ccc(C(=O)Oc2cc(/C=N/NS(=O)(=O)c3ccccc3)ccc2OC)cc1 | -6 | -3 | -11 | 1.1 | 10 | 1.1 | 1 | -1 | 0.9 | 1
CC12CN3CC(C)(CN(C1)C3c1ccc(Cl)cc1Cl)C2=O (centres undefined) | -4 | 10 | -5 | 1 | 11 | 0.9 | 0.9 | -5 | 0.9 | 0.9
COc1ccc(NC(=O)CN2CC(C)OC(C)C2)cc1Cl (centres undefined) | 0 | -7 | -3 | 1 | 5 | 1 | 1.1 | -2 | 0.9 | 1
COc1ccc2sc(N(CCCN(C)C)C(=O)c3nc4ccccc4s3)nc2c1 | 0 | -26 | 1 | 1 | -16 | 1 | 1.3 | -1 | 1.2 | 1
COc1ccc(NC2CC(=O)N(c3ccccc3)C2=O)cc1 (centres undefined) | -5 | 8 | -16 | 1.1 | 7 | 1.1 | 0.9 | -2 | 0.9 | 1
COC1CCCN(Cc2cn(C)nc2-c2ccc(Oc3ccccc3)cc2)C1 (centres undefined) | -1 | 13 | -3 | 1 | 16 | 0.9 | 0.9 | 73* | 0.8 | 0.9
Cc1c(CN2CCCC(C(=O)c3cccc(OC(C)C)c3)C2)c(=O)n(-c2ccccc2)n1C (centres undefined) | -6 | 3 | -10 | 1.1 | 6 | 1 | 1 | 18 | 0.9 | 1
NC(=O)c1cccn(Cc2ccc(C(F)(F)F)cc2)c1=O | -2 | -17 | 0 | 1 | 8 | 0.9 | 1.2 | 4 | 0.9 | 1
C=CCN1C(=O)CS/C1=N\S(=O)(=O)c1ccc(Cl)cc1 | 5 | 8 | -2 | 1 | 2 | 1 | 0.9 | 1 | 1 | 1
CS(=O)(=O)N(CC(=O)NC1CCCCC1)Cc1ccc(F)cc1 | -2 | 4 | -8 | 1 | 11 | 1 | 1 | -3 | 0.9 | 0.9
CNc1nc(N2CCc3ccccc32)ncc1F | -3 | -3 | -11 | 1 | 11 | 0.9 | 1 | 5 | 0.9 | 0.8

Complete entries as entered above. Screens in order: TNAP inh hi DEA, bIAP inh, TNAP inh noacc, TNAP act hi DEA, Diaphorase inh, PMI act hi M6P, bIAP act, L major viab, Diaphorase act, PMI act
O=C(Nc1ccccn1)c1ccc2ccccc2n1 is listed with -10, 4, 0, 1.1, -16, 1.2, 1, -8, 1.2, 1.2
CCCCn1c(=O)c(CCC(=O)OCC(=O)NC(C)c2ccccc2)nc2ccccc21 (centres undefined) is listed with -4, 21, -8, 1, 13, 1, 0.8, -1, 0.9, 0.9
COc1cc2c(cc1NC(=O)c1ccco1)CCCC2 is listed with 7, 15, -10, 0.9, 10, 1, 0.8, 4, 0.9, 1
CC1CCCN(C(=O)CSCC(=O)N=c2sc3ccccc3n2C)C1 (centres undefined) is listed with -8, 2, 1, 1.1, 7, 1.1, 1, -4, 0.9, 1.1
